Assay outcomes: PubChem, Johns Hopkins Ion Channel Center
Kir21 inh = inhibitors of mouse Kir2.1 inward-rectifier potassium channel; Inward rectifier potassium channel 2 (Mus musculus), P35561; HEK293-Kir2.1, FluxOR thallium flux fluorescence; active compounds read low; B-score at 10 µM; 310,000 compounds, 0.85% hits;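 active = fluorescence ratio B-score at or below minus 3 SD of library scores, with starting-brightness B-score within 2 SD, cut at about -4.2 in these data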;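 note: channel flux triggered by added potassium and thallium sulfate stimulus; B-score of peak minus minimum fluorescence over baseline after thallium stimulus; more negative B-score means stronger Kir2.1 block with less thallium influx; some compounds called inactive have numbers as strong as hits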
KCNQ2 inh = KCNQ2 potassium channel inhibitors, primary screen, cell-based, CHO-K1, FluxOR thallium flux, B-score (AID 2156); 310,000 compounds, 1.1% hits; Potassium voltage-gated channel subfamily KQT member 2 (Rattus norvegicus), O88943; B-score at 10 µM; 20 min; active compounds read low;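 active = fluorescence ratio B-score at most minus 3 library SDs, with starting brightness B-score within 2 library SDs, cut at about -5.5 in these data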
Active calls of the source: *; i = inactive.

[1] CSc1ccn(CCC(=O)O)c(=O)n1
  Kir21 inh: 0.38	KCNQ2 inh: i

[2] CCOC(=O)N1CCN(C(=O)c2ccc(S(=O)(=O)Nc3cccc(C(F)(F)F)c3)cc2)CC1
  Kir21 inh: 1.5	KCNQ2 inh: i

[3] COc1ccccc1C1C2=C(COC2=O)Nc2cc3c(cc21)OCO3 (stereo unspecified)
  Kir21 inh: -0.58	KCNQ2 inh: i

[4] COCCNc1oc(-c2cccs2)nc1S(=O)(=O)c1ccc(C)cc1
  Kir21 inh: 2.1	KCNQ2 inh: i

[5] O=C(Nc1ccc(F)cc1)C(=O)c1c(O)[nH]c2ccc([N+](=O)[O-])cc12
  Kir21 inh: 0.07	KCNQ2 inh: i

[6] Cc1cc(C)cc(NC(=O)C(=O)NCCCN2CCOCC2)c1
  Kir21 inh: -1.7	KCNQ2 inh: i

[7] COc1cc(/C=C/[N+](=O)[O-])ccc1OC(=O)/C=C/c1ccc(F)cc1
  Kir21 inh: 0.74	KCNQ2 inh: i

[8] Cc1cc(C)nc(NS(=O)(=O)c2ccc(N/C=C/C(=O)c3ccc(Cl)cc3)cc2)n1
  Kir21 inh: -0.07	KCNQ2 inh: i

[9] CCCCC(=O)Nc1ccc(C(=O)NNC(=S)NC(=O)c2ccccc2[N+](=O)[O-])cc1
  Kir21 inh: 0.06	KCNQ2 inh: i

[10] O=C(CSCc1ccc([N+](=O)[O-])cc1)Nc1ccccc1C(=O)O
  Kir21 inh: -0.77	KCNQ2 inh: i

[11] Cc1ccc(NC(=O)COC(=O)c2sccc2C)cc1S(=O)(=O)N1CCOCC1
  Kir21 inh: 0.02	KCNQ2 inh: i

[12] O=C(O)c1ccc(/C=N/n2cc(-c3ccccc3)[nH]c2=S)cc1
  Kir21 inh: -1.8	KCNQ2 inh: i

[13] COc1ccc(NC(=O)COC(=O)c2cc(SC)ccc2Cl)c(OC)c1
  Kir21 inh: -0.62	KCNQ2 inh: i

[14] Cc1ccc(S(=O)(=O)NCc2ccc(C(=O)N3CCN(c4ccc([N+](=O)[O-])cc4)CC3)cc2)cc1
  Kir21 inh: -1	KCNQ2 inh: i

[15] CC1(C)CC(=O)/C(=C(\O)Cc2ccccc2)C(=NCCCCCC(=O)O)C1
  Kir21 inh: -0.59	KCNQ2 inh: i

[16] Cc1cc(C)nc(SCc2ccc(C(=O)O)o2)n1
  Kir21 inh: 1.5	KCNQ2 inh: i

[17] COc1cc(NS(=O)(=O)c2ccc3ccccc3c2)c2ncccc2c1
  Kir21 inh: -0.33	KCNQ2 inh: i

[18] CCCCn1c(SCC(=O)c2ccc(O)c(O)c2)nc2ccsc2c1=O
  Kir21 inh: -3	KCNQ2 inh: i

[19] COc1ccc(Cc2nc3ccccc3c(=O)n2N)cc1OC
  Kir21 inh: 0.83	KCNQ2 inh: i

[20] CCOC(=O)C1Cc2c([nH]c3ccccc23)CN1 (stereo unspecified)
  Kir21 inh: -0.25	KCNQ2 inh: i

[21] Cc1cc(C)cc(NC(=O)C2CCN(C(=O)c3cccs3)CC2)c1
  Kir21 inh: 2.6	KCNQ2 inh: i

[22] CCc1nc(SCC(=O)N2CCc3cc(OC)c(OC)cc3C2)c(C#N)cc1C
  Kir21 inh: -0.3	KCNQ2 inh: i

[23] COc1ccccc1OCc1ccc(C(=O)Nc2ccc(Cl)cn2)o1
  Kir21 inh: 1.9	KCNQ2 inh: i

[24] COc1cc(OC)c(NC(=O)c2ccoc2C)cc1Cl
  Kir21 inh: -1.2	KCNQ2 inh: i

[25] CCCc1nnc(NC(=O)CCC(=O)N2CCN(CCn3c(C)ccc3C)CC2)s1
  Kir21 inh: 1.5	KCNQ2 inh: i

Molecules from the list above containing a furan ring, fused or not:
[16] Cc1cc(C)nc(SCc2ccc(C(=O)O)o2)n1
  Kir21 inh: 1.5	KCNQ2 inh: i

[23] COc1ccccc1OCc1ccc(C(=O)Nc2ccc(Cl)cn2)o1
  Kir21 inh: 1.9	KCNQ2 inh: i

[24] COc1cc(OC)c(NC(=O)c2ccoc2C)cc1Cl
  Kir21 inh: -1.2	KCNQ2 inh: i

The listing picks up, starting two compounds before the break.
[24] COc1cc(OC)c(NC(=O)c2ccoc2C)cc1Cl
  Kir21 inh: -1.2	KCNQ2 inh: i

[25] CCCc1nnc(NC(=O)CCC(=O)N2CCN(CCn3c(C)ccc3C)CC2)s1
  Kir21 inh: 1.5	KCNQ2 inh: i

[26] Cc1ccc(C)c(S(=O)(=O)N2CCCOC2CNC(=O)C(=O)NC2CCCC2)c1 (stereo unspecified)
  Kir21 inh: -0.79	KCNQ2 inh: i

[27] O=C(NC(=S)NCc1ccco1)c1ccccc1
  Kir21 inh: -2.5	KCNQ2 inh: i

[28] O=C(NCC1CCCO1)c1cc2cc(F)ccc2[nH]1 (stereo unspecified)
  Kir21 inh: 0.9	KCNQ2 inh: i

[29] Cn1c(=O)c2c(nc(CN3CCN(c4ccccc4)CC3)n2CCN2CCOCC2)n(C)c1=O
  Kir21 inh: 0.13	KCNQ2 inh: i

[30] S=C(NCC1CCCO1)NC1CCCCC1 (stereo unspecified)
  Kir21 inh: -1.8	KCNQ2 inh: i

[31] Cc1cccc(-c2c(O)cc(=O)[nH]c2Cl)c1
  Kir21 inh: 0	KCNQ2 inh: i

[32] Cc1ccc(N(CC(=O)NCc2ccc(Cl)cc2)S(C)(=O)=O)cc1
  Kir21 inh: 0.95	KCNQ2 inh: i

[33] O=C(NCCS(=O)(=O)N1CCc2ccccc2C1)c1ccccc1
  Kir21 inh: -1.3	KCNQ2 inh: i

[34] COCCN(CCOC)C(=O)CN1C(=O)NC(Cc2c[nH]c3ccccc23)C1=O (stereo unspecified)
  Kir21 inh: 0.77	KCNQ2 inh: i

[35] C=CCN(Cc1nc(-c2ccc(OC)c(OC)c2)oc1C)C1CCS(=O)(=O)C1 (stereo unspecified)
  Kir21 inh: 0.64	KCNQ2 inh: i

[36] COc1ccccc1CCC(=O)OCC(=O)NC1CCCCC1
  Kir21 inh: -1.5	KCNQ2 inh: i

[37] Cc1cc(/C=N/n2cnnc2)c(C)n1-c1ccc(Cl)cc1Cl
  Kir21 inh: -0.17	KCNQ2 inh: i

[38] Cc1c(NC(=O)COC(=O)c2ccc[nH]c2=O)c(=O)n(-c2ccccc2)n1C
  Kir21 inh: 0.84	KCNQ2 inh: i

[39] Cc1ccc(C)c(NC(=O)C2CCC(C)(C(=O)O)C2(C)C)c1 (stereo unspecified)
  Kir21 inh: 0.75	KCNQ2 inh: i

[40] CC(C)C(NC(=O)c1c(F)cccc1F)C(=O)NC1CC(C)(C)NC(C)(C)C1 (stereo unspecified)
  Kir21 inh: -0.21	KCNQ2 inh: i

Entries from the list above that have a thiophene ring, fused or not:
[4] COCCNc1oc(-c2cccs2)nc1S(=O)(=O)c1ccc(C)cc1
  Kir21 inh: 2.1	KCNQ2 inh: i

[11] Cc1ccc(NC(=O)COC(=O)c2sccc2C)cc1S(=O)(=O)N1CCOCC1
  Kir21 inh: 0.02	KCNQ2 inh: i

[18] CCCCn1c(SCC(=O)c2ccc(O)c(O)c2)nc2ccsc2c1=O
  Kir21 inh: -3	KCNQ2 inh: i

[21] Cc1cc(C)cc(NC(=O)C2CCN(C(=O)c3cccs3)CC2)c1
  Kir21 inh: 2.6	KCNQ2 inh: i
